Source: PubChem BioAssay
M. tuberculosis GlmU – inhibition of mycobacterial GlmU enzyme – biochemical, glucosamine-1-phosphate acetyltransferase (AID 1376); 220,000 tested, 0.25% active; inhibition, %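 (tested at 30 µM in the primary screen)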, or IC50 in µM where a hit was titrated; M. tuberculosis GlmU acetyltransferase enzyme assay; higher % means a stronger effect; in the data active = inhibition above about 13%;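 note: 0% = complete reaction with vehicle and 100% = reaction without substrate; strong numbers were not always called active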
RmlCD inh 1536 – M. tuberculosis RmlC/RmlD inhibition; P9WH09+P9WH11; RmlC+RmlD coupled enzyme assay, percent inhibition; primary screen in compound mixtures; inhibition, % at 3.6 µM; 160,000 tested, 0.03% active; in the data active = inhibition mostly above about 34%, no sharp cut-off; note: some results filed as inactive read as strong as hits
Target sequence (P9WH09 whole entry, looked up): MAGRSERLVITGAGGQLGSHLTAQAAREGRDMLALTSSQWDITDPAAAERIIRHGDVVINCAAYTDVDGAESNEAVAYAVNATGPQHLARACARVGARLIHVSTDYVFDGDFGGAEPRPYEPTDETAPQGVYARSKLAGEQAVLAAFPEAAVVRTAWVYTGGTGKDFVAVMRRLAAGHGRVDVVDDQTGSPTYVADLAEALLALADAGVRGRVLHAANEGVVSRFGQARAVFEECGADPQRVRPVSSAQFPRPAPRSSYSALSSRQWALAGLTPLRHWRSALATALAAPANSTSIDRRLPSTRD
Target sequence (P9WH11 whole entry, looked up): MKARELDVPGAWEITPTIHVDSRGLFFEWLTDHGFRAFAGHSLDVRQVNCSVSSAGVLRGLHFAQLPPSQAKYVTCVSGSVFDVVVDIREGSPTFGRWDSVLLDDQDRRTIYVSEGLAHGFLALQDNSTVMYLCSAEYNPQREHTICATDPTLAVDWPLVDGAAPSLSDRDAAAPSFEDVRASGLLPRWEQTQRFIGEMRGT
* = called active by the depositor; . = no result given.

Each structure is followed by: M. tuberculosis GlmU, RmlCD inh 1536
- CCOc1ccc(N(CC(=O)Nc2cccc(Cl)c2)S(=O)(=O)c2c(C)noc2C)cc1
    -0.1%, -9.3
- CC1=CCC2C(=O)N(c3ccc(N4CCOCC4)cc3)C(=O)C2C1 (stereo not given)
    -2.1%, 7.5
- CCc1nc(-c2ccccc2O)n(-c2ccccc2)n1
    3.4%, 6.3
- COc1ccccc1-c1noc(CSc2nc(C)cc(=O)[nH]2)n1
    -0.6%, -5.8
- CCOC(=O)N1CCN(C(=O)/C(=C/c2ccc(OC)c(OC)c2)NC(=O)c2ccccc2)CC1
    -5.7%, -5.5
- O=C(CN1CCN(c2ccccc2)CC1)N1CCc2[nH]c3ccccc3c2C1
    2.3%, .
- O=C(Nc1ccc(Cl)c(C(F)(F)F)c1)NC1CC2CCCC(C1)N2C1CC1 (stereo not given)
    -5.5%, .
- CC(C)C(=O)Nc1cccc(NC(=O)c2ccc([N+](=O)[O-])cc2Cl)c1
    0.3%, -3.3
- O=C(Nc1nnc(SCc2ccc(F)cc2)s1)c1cccnc1Cl
    3.8%, -1.0
- Cc1cc(C)n2cc(CSc3nnnn3-c3ccccc3)nc2n1
    3.6%, 6.9
- N#CCC1c2ccccc2CCN1C(=O)Nc1ccc(Cl)cc1 (stereo not given)
    -2.1%, 12.0
- COc1ccc(CNC(=O)Nc2ccc(C)cc2)cc1
    2.5%, .
- Cc1ccc2[nH]c3c(N4CCc5ccccc5C4)ncnc3c2c1
    -7.9%, -4.9
- COc1cccc(NC(=S)NC(C)c2ccc(OC)c(OC)c2)c1 (stereo not given)
    -2.4%, -12.9
- S=C(NCC1CCCO1)Nc1ccc(Cl)cc1 (stereo not given)
    5.5%, 8.3
- COc1ccc(CN(C)CC(=O)Nc2ccccc2-c2ccccc2)c(OC)c1
    4.4%, 6.1
- COc1ccccc1C1C(C(=O)c2cc3ccccc3o2)=C(O)C(=O)N1CCN1CCOCC1 (stereo not given)
    -1.6%, -6.3
- O=C1c2ccccc2NC(c2ccc(-c3cccc([N+](=O)[O-])c3)o2)N1O (stereo not given)
    5.5%, -9.4
- CCOCCCn1c(=N)c(C(=O)NCCN2CCOCC2)cc2c(=O)n3cccc(C)c3nc21
    ., 15.1
- Cc1ccc(Cl)cc1NC(=O)CCCN1C(=O)c2cccnc2C1=O
    -3.1%, -2.7
- Cc1cccn2c(=O)c(/C=C(\C#N)C(=O)NCc3ccccc3)c(N3CCC(C(N)=O)CC3)nc12
    -1.4%, -6.8
- O=C(CN1C(=O)C2C3C=CC(C3)C2C1=O)NCc1ccco1 (stereo not given)
    2.8%, .
- CCSc1nnc(NC(=O)C(Cc2ccccc2)n2cccc2)s1 (stereo not given)
    1.9%, 3.4
- c1ccc(P(c2ccccn2)c2ccccn2)cc1
    -0.1%, 7.4
- COc1ccccc1OCCC(=O)OCC(=O)Nc1cc(S(=O)(=O)N2CCOCC2)ccc1Cl
    4.7%, 8.8
- Cc1cc(-c2cccs2)c2c(n1)sc1c(=O)[nH]c(=O)[nH]c12
    5.3%, .
- Cc1ccc(S(=O)(=O)N(Cc2n[nH]c(=S)n2-c2ccccc2)c2ccccc2)cc1
    19.9%, 29.6
- CC1CCc2nn(CC(=O)NCCCN3CCCC3=O)cc2C1 (stereo not given)
    1.2%, 1.9
- O=C(C1=C[C@H](c2csc3ccccc23)C[C@H](OCc2ccc(CO)cc2)O1)N1CCOCC1
    5.6%, .
- CCn1c(SCC(=O)c2cccs2)nnc1-c1cccs1
    5.0%, 10.7
- CCOc1ccccc1-c1nc(CN(Cc2cnn(C)c2)C(C)C)c(C)o1
    5.8%, .
- CC(=O)c1c(C)[nH]c(C(=O)COC(=O)c2ccc3c(=O)n4c(nc3c2)CCC4)c1C
    -4.8%, 27.6
- Cc1ccc(NS(=O)(=O)c2cccc3nsnc23)cc1
    -2.9%, 4.2
- CN1CCN(C(=O)C2CC(=O)N(c3ccc(F)c(Cl)c3)C2)CC1 (stereo not given)
    -3.3%, 21.8
- CC(=O)c1ccc(NC(=O)c2ccc(C)c(Br)c2)cc1
    4.0%, 4.3
- COc1ccc(NC(=O)c2c(C)nn(Cc3ccccc3Cl)c2Cl)cc1Cl
    -2.3%, 10.3
- O=[N+]([O-])c1ccc(N2CCN(Cc3ccccc3)CC2)nc1
    -3.1%, 1.5
- COc1ccccc1NC(=O)CC1C(=O)Nc2ccccc2N1C(=O)c1ccccc1 (stereo not given)
    -5.1%, -9.6
- COCCCNc1nc2nonc2nc1NCCSC
    6.8%, -8.2
- COc1ccccc1C(=O)Nc1ccc2c(c1)nc1n2CCSC1
    6.8%, .
- Cc1ccc(NC(=O)NC2CCCCC2)c(C)c1
    5.2%, -10.5
- O=C(CSc1ccc2nnc(-c3ccncc3)n2n1)NCc1ccco1
    7.2%, .
- CS(=O)(=O)N(CCc1ccccc1)CC(=O)NCC1CCCO1 (stereo not given)
    5.6%, -3.5
- CCC(C)NC(=O)c1ccc(CS(=O)(=O)c2ccc(OC)cc2)o1 (stereo not given)
    -0.5%, -6.2
- CC1(C)C=Cc2c(ccc3c2OC[C@@H](c2ccc(O)cc2O)C3)O1
    1.3%, .

Record cards, from the list above:
CN1CCN(C(=O)C2CC(=O)N(c3ccc(F)c(Cl)c3)C2)CC1 (stereo not given) is entered as M. tuberculosis GlmU: -3.3%; RmlCD inh 1536: 21.8
CC1(C)C=Cc2c(ccc3c2OC[C@@H](c2ccc(O)cc2O)C3)O1 is entered as M. tuberculosis GlmU: 1.3%; RmlCD inh 1536: .

Further structures follow.
Each structure is followed by: M. tuberculosis GlmU, RmlCD inh 1536
- COc1cc(NC(=O)c2cc([N+](=O)[O-])ccc2Br)ccc1NC(=O)c1ccco1
    -0.8%, 1.1
- CCOc1ccccc1/C=N/NC(=O)c1cccc(S(=O)(=O)N(CC)CC)c1
    -2.1%, 7.8
- CCOc1ccccc1NC(=O)C1CCN(S(=O)(=O)c2ccc(OC)c(OC)c2)CC1
    1.9%, .
- CN(C)/C=N/C(=S)Nc1ccc(Br)cc1F
    -0.6%, .
- Cc1ccc(S(=O)(=O)NCCN2CCOCC2)cc1
    5.6%, -4.6
- Cc1cc2ccccn2c1C(=O)Nc1ccc(Cl)cc1
    -4.6%, -10.5
- CCSC1(SCC)N=C(N)C2(C#N)C(c3ccc(OC)c(OC)c3OC)C12C#N (stereo not given)
    -1.7%, 4.6
- O=C(O)c1ccc2c(c1)C(=O)N(c1ccc(Cl)cn1)C2=O
    5.6%, 8.6
- COc1cc(CC(=O)OCC(=O)Nc2cc([N+](=O)[O-])ccc2F)cc(OC)c1OC
    -0.8%, -4.3
- CCCn1c(-c2cccnc2Cl)nc2cc(Cl)c(Cl)cc21
    0.5%, -9.5
- NC(=O)C1CCN(C(=O)c2ccc(-c3ccccc3)cc2)CC1
    0.9%, .
- CC(CN1CCCCC1)OC(=O)CCc1ccccc1 (stereo not given)
    -4.9%, 9.4
- CN(C)C=NCCn1c(N2CCOCC2)nc2c1c(=O)n(C)c(=O)n2C
    6.3%, -8.5
- CCn1c(CSCc2ccc(C)cc2)nnc1SCC(=O)N1CCN(c2ccccc2)CC1
    -1.4%, 0.9
- O=C1CC2(CCCCC2)Oc2ccccc21
    -9.1%, .
- N/C(=N\OC(=O)Cc1ccc(-c2ccccc2)cc1)c1ccncc1
    -1.5%, .
- Cc1cccc(N2CCN(C(=O)COc3cc(=O)n(C)c4ccccc34)CC2)c1C
    -0.7%, -1.8
- COC(=O)/C(=C1/Oc2ccc(C(C)(C)C)cc2S1)C(F)(F)F
    7.6%, -11.8
- Cc1ccc(C(=O)Nc2cccc(C(F)(F)F)c2)cc1NC(=O)c1nccnc1N
    -3.0%, .
- CC1(C)CC(=O)C=C(Nc2ccc(F)cc2)C1
    -2.3%, 5.5
- O=C(CN1C(=O)/C(=C\c2ccccc2F)SC1=S)Nc1nc2ccccc2s1
    -2.4%, -4.4
- O=C(CSc1nc2c(c(=O)n1-c1ccc(Cl)cc1)SCC2)N1CCOCC1
    -0.6%, .
- O=C1C2CCC(C(O)C2)N1Cc1ccccc1 (stereo not given)
    3.7%, 5.5
- N#Cc1cc2c(=O)n3ccccc3nc2n(CCCn2ccnc2)c1=N
    2.2%, 7.4
- COCCN(C(=O)CSc1nnc(C)n1Cc1ccccc1)c1c(N)n(CC(C)C)c(=O)[nH]c1=O
    -3.3%, 18.6
- CCOC(=O)CN(C(=O)CSc1nnc2c(n1)[nH]c1c(C)cc(C)cc12)c1ccccc1
    0.1%, .
- COc1ccc(NC(=O)c2ccco2)cc1NC(=O)c1cccnc1
    -0.1%, 9.7
- CC(C)NC(=O)NC(=O)COc1ccc(Br)cc1Br
    -4.6%, 68.7
- O=C(Nc1ccccc1)c1ccc(N2CCN(c3ccccn3)CC2)c(S(=O)(=O)N2CCOCC2)c1
    -0.4%, 7.0
- COc1ccc(Nc2cc(C(=O)NCCCN3CCN(C)CC3)c3ccccc3n2)cc1OC
    -1.5%, 4.2
- CCN(CC)c1ccc(N=Cc2ccc([N+](=O)[O-])o2)cc1
    -8.2%, -3.6
- Cc1oc(-c2ccc(-c3ccccc3)cc2)nc1CN1CCN(CC(=O)N(C)C)CC1
    -1.2%, 14.8
- COc1cccc(CN(C)CC(=O)NCc2ccccc2Cl)c1OC
    -0.1%, -3.2
- CCOC(=O)/C=c1\s/c(=C\c2ccc3cc(OC)ccc3c2)c(=O)n1CC(=O)NCc1ccc2c(c1)OCO2
    1.7%, -12.2
- CN(C)CCCOC(=O)c1ccccc1
    3.5%, 32.2
- Cc1ccccc1NC(=O)c1nc[nH]c1C(=O)NCc1ccccc1
    -7.0%, 13.1
- Cc1cc(C)cc(OCC(=O)NNC(=O)CN2C(=O)c3ccccc3C2=O)c1
    -4.0%, 11.1
- NC(N)=N/N=C/c1ccc(Br)cc1
    -9.3%, -5.7
- Cc1cccc(NC(=O)Cn2cc([N+](=O)[O-])cn2)n1
    0.9%, -0.5
- Cc1ccc(SCCNC(=O)c2ccc(C)c(S(=O)(=O)Nc3cccc(C)c3)c2)cc1
    -2.8%, .
- C/C(Cl)=C/CSc1nnc2n(N)c(=O)c3ccccc3n12
    -4.3%, 11.3
- CCc1cc2cc3c(cc2nc1SCC(=O)Nc1nccs1)OCO3
    -2.8%, -0.3
- COc1ccc(NC(=O)c2ccc(C)cc2Cl)c([N+](=O)[O-])c1
    6.5%, .
- Cn1c(=O)c2c(-c3cccc(Br)c3)c(C#N)c(N)nc2n(C)c1=O
    1.3%, .
- Cc1ccc(CC(=O)N2CCOCC2)cc1
    -2.9%, 11.8
- Cc1ccc(C(=O)Nc2ncc3c(n2)CC(c2ccco2)CC3=O)cc1 (stereo not given)
    -5.1%, 5.0
- Cc1c(OCC(F)(F)F)ccnc1CSc1nc2ccccc2[nH]1
    0.7%, -9.4
- O=C(Cn1cnc2ccccc21)Nc1ccc(C(=O)O)cc1
    1.4%, .
- CCCC(=O)Nc1ccc2c(c1)COC2=O
    -2.5%, 2.6
- O=S(=O)(NCc1ccc(Cl)cc1)c1ccc(Cl)nc1
    1.8%, -1.8
- COc1ccccc1N(CC(=O)Nc1ccccc1C(=O)NC(C)C)S(C)(=O)=O
    -3.3%, .
- Cc1cc(Nc2ccccc2F)n2ncnc2n1
    3.1%, 5.7
- O=C(Nc1ccc(Cl)cc1-c1nc2ccccc2s1)c1ccco1
    -0.1%, .
- COc1ccc(-c2oc(/N=C/N3CCCC3)c(C#N)c2-c2ccc(OC)cc2)cc1
    -5.6%, .
- Cc1ccc(S(=O)(=O)N(CC(=O)Nc2ccc(Cl)c([N+](=O)[O-])c2)C2CCCCC2)cc1
    -4.5%, -6.8
- O=C1NC(=Nc2cccc(Cl)c2)SC1Cc1cccc(Cl)c1Cl (stereo not given)
    -5.8%, 7.6
- COc1cc2ccccc2cc1C(=O)NC(=S)Nc1nnn(C)n1
    -0.9%, 6.7
- Cc1ccc(N2CCN(S(=O)(=O)c3ccc(F)c(C)c3)CC2)c(C)c1
    -4.1%, 8.2
- COC(=O)c1ccc(S(=O)(=O)N2CCCN(Cc3ccccc3)CC2)n1C
    -3.0%, 6.6
- CNC(=O)c1sc(N2N=C3/C(=C/c4ccccc4)CCCC3C2c2ccccc2)nc1C (stereo not given)
    4.0%, 11.1

The results go on:
Each structure is followed by: M. tuberculosis GlmU, RmlCD inh 1536
- Cc1cc(C=O)c(C)n1-c1sc2c(c1C(=O)O)CCCC2
    3.5%, -1.9
- CCCCCC(=O)NC(=S)Nc1cccc(-c2nc3ncccc3o2)c1
    4.5%, .
- CC1(C)Cc2nc(NCCCO)c(C#N)cc2CO1
    -2.4%, -9.8
- CSc1snc(SCC(N)=O)c1C#N
    -0.3%, 4.3
- O=C(Nc1ccncc1)c1cccc2ccccc12
    6.9%, -8.4
- O=C(Nc1cnc2ccccn2c1=O)c1ccc(Cl)cc1Cl
    4.8%, 13.8
- O=C(O)CCc1ccc(-c2cccs2)n1CC1CCCO1 (stereo not given)
    -1.1%, 21.9
- CNc1c(N)c(=O)oc2ccccc12
    -4.2%, -1.4
- COCCN(C(=O)c1ccccc1OC)c1nnc(C)s1
    -0.3%, -6.0
- CCc1ccccc1N1CCN(S(=O)(=O)c2ccc(F)c(C)c2)CC1
    -3.8%, .
- COc1ccc(C(=O)Nc2ccccc2C(=O)N/N=C/c2ccncc2)cc1OC
    4.3%, 4.9

Not all compounds are listed; rates above refer to the full screens.
